Source: PubChem
D2 ag: agonists of human D2 dopamine receptor. HEK293 T-REx D2 cells, calcium flux agonist mode. hit rate 0.53% among 340,000. activation, % at 2 µM;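 active means activation over 3 SD above normal in the single-dose calcium agonist read, cut at about 30% in these data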; further: 0% is about no effect
Target sequence (P14416 whole entry, looked up): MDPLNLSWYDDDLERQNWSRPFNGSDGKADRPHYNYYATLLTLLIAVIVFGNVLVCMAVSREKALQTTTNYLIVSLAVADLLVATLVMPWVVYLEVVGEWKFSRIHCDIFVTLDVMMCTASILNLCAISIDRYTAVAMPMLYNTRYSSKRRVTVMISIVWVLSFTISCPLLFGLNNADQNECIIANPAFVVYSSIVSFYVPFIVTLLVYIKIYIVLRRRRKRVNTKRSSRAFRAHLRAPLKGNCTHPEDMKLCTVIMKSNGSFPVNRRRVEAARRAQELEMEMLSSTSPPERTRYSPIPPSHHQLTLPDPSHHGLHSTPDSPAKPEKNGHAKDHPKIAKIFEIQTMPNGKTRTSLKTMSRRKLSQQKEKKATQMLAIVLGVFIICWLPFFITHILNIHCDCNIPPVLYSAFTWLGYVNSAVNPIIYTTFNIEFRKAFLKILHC
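In this primary screen, compounds producing a positive calcium signal within 180 s of addition to tetracycline-induced, force-coupled HEK293 Trex D2 cells are flagged; cells are dye-loaded with a no-wash calcium kit beforehand.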
D2 antagonist: antagonists of human D2 dopamine receptor; P14416; HEK293 TREx D2 cells, calcium flux, dopamine EC80; inhibition, % at 10 µM; hit rate 2% among 340,000; AID 485344; in the data active means inhibition above about 30%; further: 0% is about no effect
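Calcium mobilization kinetics were recorded at 1 s intervals in tetracycline-induced HEK293 T-REx D2 cells, first for 180 s after compound addition and then 180 s after EC80 dopamine.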
TRHR PAM: allosterically enhances the human TRH receptor; TRHR cells, fluo-8 calcium fluorescence, EC20 TRH enhancement; hit rate 0.66% among 360,000; enhancement, % at 2 µM; P34981; in the data active means enhancement above about 30%; further: 0% is about no effect
Target sequence (P34981 whole entry, looked up): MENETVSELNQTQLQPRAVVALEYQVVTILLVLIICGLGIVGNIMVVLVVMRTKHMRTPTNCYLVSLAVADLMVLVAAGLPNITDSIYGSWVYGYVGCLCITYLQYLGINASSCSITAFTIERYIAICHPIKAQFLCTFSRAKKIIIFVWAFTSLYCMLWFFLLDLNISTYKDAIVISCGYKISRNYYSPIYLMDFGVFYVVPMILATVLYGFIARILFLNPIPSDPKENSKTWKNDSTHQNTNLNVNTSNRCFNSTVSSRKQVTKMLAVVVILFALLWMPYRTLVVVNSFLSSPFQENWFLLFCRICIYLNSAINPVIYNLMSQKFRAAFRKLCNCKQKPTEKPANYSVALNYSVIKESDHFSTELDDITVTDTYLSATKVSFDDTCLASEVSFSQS
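TRHR-expressing cells loaded with fluo-8 calcium dye were read kinetically (ex 480/em 530) during compound addition, then stimulated with an EC20 of TRH (10 nM final). Enhancement of the Gq-mediated intracellular calcium response was scored.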
D1 ag: activates the human D1 dopamine receptor; P21728; HEK293 T-REx D1 cells, calcium flux, agonist mode; activation, % at 2 µM; hit rate 1% among 360,000; AID 504660; in the data active means activation above about 30%; further: 0% is about no effect
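Agonism was scored from calcium flux recorded over 180 s (1 read/s) after pintool compound addition, following a 10-cycle baseline. Cells were inducible force-coupled HEK293 TREx D1, plated overnight at 30 C and loaded with no-wash calcium dye.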
RXFP1 agonist: activates the human relaxin receptor RXFP1; AID 2676; Potency, µM (series often up to 57.5 µM), for inactives: at the highest dose activation, usual class: activators; Q9HBX9; HEK293T-RXFP1 cAMP TR-FRET, 30 min; response scale: percent of porcine relaxin response, buffer zero; hit rate 0.3% among 370,000; active means well fitted activation curve with a large enough effect; further: potency means the concentration at half of the fitted maximal effect; on the % scale 0 is the no-effect control and ±100 the full control effect; nearly all actives have a fitted effect of over 60% in size; many of its hits are not listed in these tables
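HEK293 cells stably expressing RXFP1, treated 30 min at 37C with compounds plus PDE4 inhibitor Ro 20174; cAMP measured by HTRF TR-FRET. Normalized to buffer and 29 nM porcine relaxin; EC50 by Hill fit.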
D1 antag: human D1 dopamine receptor antagonism | P21728 | HEK293 TREx D1 cells, calcium flux, dopamine EC80; stronger effect = lower value | activity change, negative = inhibition, % at 10 µM | hit rate 3.2% among 360,000 | AID 504652; in the data active means activity change below about -30%; further: on the % scale 0 is the no-effect control and ±100 the full control effect
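Allosteric or orthosteric antagonism assessed as attenuation of the calcium response to EC80 dopamine, added 180 s after compound, in induced HEK293 Trex D1 cells loaded with no-wash calcium dye.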
D2 potentiator: D2 dopamine receptor (human) potentiation. P14416. HEK293 T-REx D2, calcium flux, EC20 dopamine potentiation. potentiation, % at 10 µM. hit rate 0.34% among 340,000. AID 485347;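 active means potentiation over 3 SD above the plate norm, cut at about 30% in these data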; further: 0% is about no effect
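Tetracycline-induced HEK293 T-REx cells force-coupled to calcium signalling expressed D2; compounds were pin-added after a 10 s baseline, read kinetically 180 s, then an EC20 dopamine challenge followed with a further 180 s calcium read.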
RXFP1 antag: antagonists of human relaxin receptor RXFP1; Q9HBX9; HEK293-RXFP1, relaxin-stimulated cAMP HTRF, 30 min; stronger effect = lower value; activity change, negative = inhibition, % at 57.5 µM; hit rate 0.59% among 350,000;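 active means activity change of -60% or lower, but not beyond a set lower limit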; further: on the % scale 0 is the no-effect control and ±100 the full control effect
D1 PAM: potentiators of human D1 dopamine receptor; P21728; HEK293 TREx D1 cells, calcium flux, dopamine EC20 potentiation; potentiation, % at 10 µM; hit rate 0.036% among 360,000; AID 504651; in the data active means potentiation above about 30%; further: 0% is about no effect
* marks the source's active call; other numbers are inactive results. A portion of the library, so the mix of outcomes need not match the whole.

What do the screens show for `Cc1cccc2c1-c1sc(C(=O)N3CCN(c4cccc(Cl)c4)CC3)cc1CO2`?
D2 ag: 0.2; TRHR PAM: -3.1; D1 ag: 3.8; RXFP1 agonist: 27.2%; D1 antag: -7.5; D2 potentiator: -6.9; RXFP1 antag: 1.4; D1 PAM: -3.0

What do the screens show for `Cc1ccc(C(C(=O)NC(C)(C)C)N(Cc2cccnc2)C(=O)C(=O)NC2CCCCC2)o1` (configuration not stated)?
D2 ag: -0.2; D2 antagonist: -12.9; TRHR PAM: -2.7; D1 ag: 6.4; RXFP1 agonist: 0.2%; D1 antag: 3.8; D2 potentiator: -22.9; RXFP1 antag: 5.3; D1 PAM: 4.7

How did CCc1nnc(NC(=O)c2ccc(-c3ccc(F)cc3)o2)s1 do in these assays?
D2 ag: -0.9; D2 antagonist: 3.8; TRHR PAM: 5.8; D1 ag: 1.4; RXFP1 agonist: 1.1%; D1 antag: -7.5; D2 potentiator: -2.4; RXFP1 antag: 0.8; D1 PAM: -2.5

What do the screens show for `O=C(Nc1ccc(F)cc1)c1nsc(Cl)c1Cl`?
D2 ag: -0.1; D2 antagonist: -19.8; TRHR PAM: -2.9; D1 ag: -1.7; RXFP1 agonist: 2.5%; D1 antag: -7.0; D2 potentiator: -13.4; RXFP1 antag: 0.0; D1 PAM: -7.2

What do the screens show for `Cc1ccc(-n2c(Cc3cccs3)nnc2SCC(=O)Nc2ccc(S(N)(=O)=O)cc2)cc1`?
D2 ag: -0.1; D2 antagonist: 3.4; TRHR PAM: 6.6; D1 ag: 0.7; RXFP1 agonist: 2.2%; D1 antag: 1.7; D2 potentiator: 4.7; RXFP1 antag: -0.7; D1 PAM: -1.8

What do the screens show for `FC(F)(F)c1cc(-c2cccc(Br)c2)nc2ncnn12`?
TRHR PAM: -6.5; D1 ag: 2.5; RXFP1 agonist: 0.8%; D1 antag: 4.6; D2 potentiator: 5.3; D1 PAM: -5.3

Results for CC(C)N1C(=O)CCC1C(=O)NC1CCCC1 (configuration not stated) ?
D2 ag: 0.1; D2 antagonist: 6.5; TRHR PAM: -0.5; D1 ag: 4.2; RXFP1 agonist: 1.1%; D1 antag: 1.8; D2 potentiator: 7.2; RXFP1 antag: 6.7; D1 PAM: 1.5

What do the screens show for `CC(NS(=O)(=O)c1ccc(Cl)cc1)C(=O)NCCC1=CCCCC1` (configuration not stated)?
D2 ag: 1.0; D2 antagonist: 5.4; TRHR PAM: -3.0; D1 ag: 0.8; RXFP1 agonist: 0.6%; D1 antag: -14.5; D2 potentiator: -2.2; RXFP1 antag: -15.6; D1 PAM: 3.0

How did CCCc1cc(C(=O)N/N=C/c2cccn2C)cs1 do in these assays?
D2 ag: -0.2; D2 antagonist: 11.7; TRHR PAM: 1.8; D1 ag: 3.8; RXFP1 agonist: -1.5%; D1 antag: -8.7; D2 potentiator: -13.1; RXFP1 antag: -8.2; D1 PAM: -3.6

How did Brc1ccc(-c2nnc(-c3ccccc3)c(N3CCSCC3)n2)cc1 do in these assays?
D2 ag: -0.6; D2 antagonist: 23.7; TRHR PAM: -0.7; D1 ag: 0.5; RXFP1 agonist: -2.4%; D1 antag: 10.1; D2 potentiator: 4.1; RXFP1 antag: -23.3; D1 PAM: -3.8

How did COC(=O)c1ccccc1S(=O)(=O)NNC(=O)C1COc2ccccc2O1 (configuration not stated) do in these assays?
D2 ag: -0.1; D2 antagonist: 11.3; TRHR PAM: 0.9; D1 ag: 1.2; RXFP1 agonist: -0.5%; D1 antag: 0.0; D2 potentiator: 0.4; RXFP1 antag: 5.8; D1 PAM: -1.8

How did Cc1ccc(-c2nc(-c3ccccn3)no2)cc1Cl do in these assays?
D2 ag: -0.5; D2 antagonist: -5.5; TRHR PAM: 13.7; D1 ag: 2.7; RXFP1 agonist: 1.1%; D1 antag: -9.7; D2 potentiator: -0.8; RXFP1 antag: 10.5; D1 PAM: -6.4

Quoted from the listing (two entries):
What do the screens show for `Cc1ccc(-n2c(Cc3cccs3)nnc2SCC(=O)Nc2ccc(S(N)(=O)=O)cc2)cc1`?
D2 ag: -0.1; D2 antagonist: 3.4; TRHR PAM: 6.6; D1 ag: 0.7; RXFP1 agonist: 2.2%; D1 antag: 1.7; D2 potentiator: 4.7; RXFP1 antag: -0.7; D1 PAM: -1.8

What do the screens show for `FC(F)(F)c1cc(-c2cccc(Br)c2)nc2ncnn12`?
TRHR PAM: -6.5; D1 ag: 2.5; RXFP1 agonist: 0.8%; D1 antag: 4.6; D2 potentiator: 5.3; D1 PAM: -5.3

Next results:
How did CCOC(=O)CCc1c(C)c2c(C)nn(-c3ccccc3)c2[nH]c1=O do in these assays?
D2 ag: -0.4; D2 antagonist: -20.5; TRHR PAM: 3.4; D1 ag: 4.6; RXFP1 agonist: -0.4%; D1 antag: -1.9; D2 potentiator: 9.5; D1 PAM: -4.0

How did COc1ccccc1NS(=O)(=O)c1ccc2c(c1)N(C(C)=O)CC(C)S2 (configuration not stated) do in these assays?
D2 ag: -0.2; D2 antagonist: -8.7; TRHR PAM: 1.9; D1 ag: 6.0; RXFP1 agonist: 2.3%; D1 antag: -1.7; D2 potentiator: 4.1; RXFP1 antag: 6.1; D1 PAM: 0.4

How did CN(C)c1cc[n+](CC(=O)Nc2c(Cl)cc(Cl)cc2Cl)cc1 do in these assays?
D2 ag: -0.4; D2 antagonist: -2.8; TRHR PAM: 1.2; D1 ag: 0.9; RXFP1 agonist: -1.1%; D1 antag: 4.2; D2 potentiator: -10.0; RXFP1 antag: 3.9; D1 PAM: -1.7

Results for Cc1cc(C)cc(N(CCC(=O)O)S(=O)(=O)c2ccc(Cl)cc2)c1 ?
D2 ag: 0.5; D2 antagonist: -1.5; TRHR PAM: -4.2; D1 ag: 2.8; RXFP1 agonist: 0.2%; D1 antag: -10.7; D2 potentiator: 3.1; RXFP1 antag: -14.1; D1 PAM: -2.3

Results for CCOc1cc(/C=C2\COc3ccccc3C2=O)ccc1OCC(=O)N(C)C ?
D2 ag: -1.0; D2 antagonist: 11.2; TRHR PAM: 3.2; D1 ag: 3.5; RXFP1 agonist: 0.1%; D1 antag: 13.7; D2 potentiator: 2.3; RXFP1 antag: -31.5; D1 PAM: -0.7

What do the screens show for `CCCN(Cc1ccccc1)C(=S)Nc1ccc(SC(F)F)cc1`?
D2 ag: 1.8; D2 antagonist: -1.9; TRHR PAM: -6.9; D1 ag: 6.3; RXFP1 agonist: 1.6%; D1 antag: -4.7; RXFP1 antag: -4.2; D1 PAM: -4.2

Results for COc1cccc(CNCc2cccnc2)c1OCc1ccccc1 ?
D2 ag: 0.1; D2 antagonist: 9.4; TRHR PAM: -2.4; D1 ag: 4.1; RXFP1 agonist: -0.3%; D1 antag: -19.4; D2 potentiator: -3.2; RXFP1 antag: -17.0; D1 PAM: -2.3

What do the screens show for `Cc1cc(C)cc(C(=O)Nc2ccc(N3CCN(C(=O)c4ccco4)CC3)cc2)c1`?
TRHR PAM: -0.9; D1 ag: -1.1; RXFP1 agonist: -3.9%; D1 antag: 10.1; RXFP1 antag: -6.2; D1 PAM: 0.9

How did COc1cc(/C=C/C(=O)NCC(=O)N2CCC(N(C)CCN3CCOCC3)CC2)ccc1OC(C)C do in these assays?
D2 ag: -0.7; D2 antagonist: 20.8; TRHR PAM: 6.3; D1 ag: -0.2; RXFP1 agonist: -1.2%; D1 antag: -13.9; RXFP1 antag: -4.6; D1 PAM: -2.1

What do the screens show for `CC[C@H](C)[C@H](NC(N)=O)C(=O)Nc1ccc(OC)c(Cl)c1`?
D2 ag: -0.4; D2 antagonist: -0.5; TRHR PAM: 0.3; D1 ag: 4.6; RXFP1 agonist: 0.4%; D1 antag: -6.2; D2 potentiator: 0.8; RXFP1 antag: -3.6; D1 PAM: 4.4

What do the screens show for `COc1ccc(CCNC(=O)/C=C/C(=O)O)cc1OC`?
D2 ag: 0.0; D2 antagonist: -7.8; TRHR PAM: -13.8; D1 ag: 2.8; RXFP1 agonist: -0.1%; D1 antag: 1.0; D2 potentiator: -0.4; D1 PAM: 2.3

How did CC(=O)NCCc1cnc[nH]1 do in these assays?
D2 ag: 0.4; D2 antagonist: 16.8; TRHR PAM: -5.1; D1 ag: 2.9; RXFP1 agonist: -0.9%; D1 antag: -3.9; D2 potentiator: -10.7; D1 PAM: 0.9

Of the compounds above, 2 have bromine:
What do the screens show for `FC(F)(F)c1cc(-c2cccc(Br)c2)nc2ncnn12`?
TRHR PAM: -6.5; D1 ag: 2.5; RXFP1 agonist: 0.8%; D1 antag: 4.6; D2 potentiator: 5.3; D1 PAM: -5.3

How did Brc1ccc(-c2nnc(-c3ccccc3)c(N3CCSCC3)n2)cc1 do in these assays?
D2 ag: -0.6; D2 antagonist: 23.7; TRHR PAM: -0.7; D1 ag: 0.5; RXFP1 agonist: -2.4%; D1 antag: 10.1; D2 potentiator: 4.1; RXFP1 antag: -23.3; D1 PAM: -3.8

(further entries)
How did O=C(Nc1ccccc1F)N1CCc2ccccc2C1 do in these assays?
D2 ag: 0.0; D2 antagonist: -12.3; TRHR PAM: -2.0; D1 ag: 5.7; RXFP1 agonist: -1.2%; D1 antag: -2.5; D2 potentiator: -5.3; RXFP1 antag: -5.7; D1 PAM: -2.2

Results for COc1ccccc1NC(=O)Cc1noc(CSc2cc(C)c3ccccc3n2)n1 ?
D2 ag: 1.0; D2 antagonist: 5.6; TRHR PAM: 2.2; D1 ag: 2.2; RXFP1 agonist: -0.4%; D1 antag: 10.1; D2 potentiator: -0.8; RXFP1 antag: 3.7; D1 PAM: 1.7

How did Cc1ccc(Nc2c3c(nc4nc(-c5cccs5)nn24)CCCC3)cc1F do in these assays?
D2 ag: -0.2; TRHR PAM: 7.0; D1 ag: 2.4; RXFP1 agonist: -0.9%; D1 antag: 4.3; D2 potentiator: 3.5; RXFP1 antag: -28.7; D1 PAM: 0.8

How did COC(=O)CSCC(=O)Nc1nnc(-c2ccccc2C)s1 do in these assays?
D2 ag: 0.0; D2 antagonist: -7.2; TRHR PAM: -1.1; D1 ag: 4.2; RXFP1 agonist: 1.7%; D1 antag: 0.3; D2 potentiator: 3.6; RXFP1 antag: -4.3; D1 PAM: -1.9

What do the screens show for `COc1ccc(NC(=O)NN2CCOCC2)cc1OC`?
D2 ag: 0.9; D2 antagonist: -0.8; TRHR PAM: -6.6; D1 ag: 0.9; RXFP1 agonist: -1.7%; D1 antag: -0.9; D2 potentiator: -4.2; RXFP1 antag: -2.8; D1 PAM: -7.5

What do the screens show for `O=C(CSc1nc2ccccc2c(=O)n1CCC(=O)N1CCN(c2ccccc2)CC1)NCC1CCCO1` (configuration not stated)?
D2 ag: 1.6; D2 antagonist: -8.4; TRHR PAM: -2.6; D1 ag: 0.7; RXFP1 agonist: 3.6%; D1 antag: -0.4; RXFP1 antag: 9.0; D1 PAM: 3.1

Results for Cc1ccc(C)n1-c1ccc(N2CCOCC2)c(Br)c1 ?
D2 ag: 0.3; D2 antagonist: 0.9; TRHR PAM: -1.8; D1 ag: -0.6; RXFP1 agonist: -1.4%; D1 antag: -5.0; D2 potentiator: 11.3; RXFP1 antag: -19.4; D1 PAM: -2.0
